# TSHR antagonist = blocks TSH signaling through the human TSH receptor | 0.2% of 330,000 active | P16473 | TSHR-expressing cells, TSH-stimulated cAMP HTRF, 2 h; active compounds read low | activity change, negative = inhibition, % at 11.5 µM | AID 504810;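 active = activity change below a set negative limit, meaning inhibition stronger than a set level, cut at about -70% in these data; inconclusive = activity change between two set negative limits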; also: % is scaled to controls: 0 for no effect and ±100 for the full control effect
#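 Read-out is FRET at 665 nm (cryptate excitation 337 nm) from a cryptate-tagged anti-cAMP antibody, competed by cell cAMP against cAMP-d2. Compounds are tested on freshly harvested TSHR cells challenged with 4nM TSH (EC80) for 2 hours at 37 deg C.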
# BCR signal inh = blocks chronic active B-cell receptor signaling | ABC-DLBCL IkBa-CBG/CBR reporter, luminescence ratio, 4 h | Potency, µM (doses to about 46.1 µM), inactives show top-dose ratio change, negative = lower green/red ratio, most hits filed as inhibitors | 0.05% of 340,000 active; active = well fitted inhibition curve with a large enough effect in the signal ratio, with a control signal flat, not every such curve was filed as active; inconclusive = small, poorly fitted or top-dose-only effect, or effect the other way, or a change in a side signal; the % refers to the signal ratio;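 also: potency is read from the fitted curve at half-maximal effect; plate controls were basal doxycycline-induced cells for no effect and cells given 10 µM MG132 for full effect; MG132 reads +100%, hits lower the ratio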
#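 Doxycycline induced both beetle luciferases in TMD8 lymphoma cells; IKK-driven degradation limits the IkappaBalpha-fused green signal, while red luminescence normalises for cell number and nonspecific effects. Compounds tested up to 46 uM, 4 hrs.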
# Mito fusion act = inhibitors of mitochondrial division or activators of mitochondrial fusion | AID 485298 | S. cerevisiae fusion-defective mutant growth rescue, CellTiterGlo 48 h | Potency, µM (series often up to 46.1 µM), without a hit: at the top dose growth rescue (activation), hits mostly activators | 0.23% of 320,000 active;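 also: potency is read from the fitted curve at half-maximal effect; % of control where 0% means no effect; nearly all actives have a fitted effect of over 45% in size; temperature-sensitive fusion mutants such as fzo1-1 at 37 °C on non-fermentable ethanol glycerol medium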
#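 Read-out: ATP-based luminescence (CellTiterGlo, 10 min ambient) reporting growth of fusion-defective ts yeast after 48 hours at 37C on glycerol/ethanol YPEG medium in the presence of compound.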
# MBNL1-CUG inh = MBNL1-poly(CUG) RNA binding inhibition. 0.036% of 280,000 active. Potency, µM (top dose mostly 57.5 µM), for inactives: at the highest dose activity change, negative = inhibition, hits mostly inhibitors. TR-FRET MBNL1-His/biotin-(CUG)12 binding, 665/545 ratio; active = well fitted inhibition curve with a large enough effect in the signal ratio, with a control signal flat, not every such curve was filed as active; inconclusive = small, poorly fitted or top-dose-only effect, or effect the other way, or a change in a side signal; inactive = no such curve, though single readings can be large or run the other way; the % refers to the signal ratio; also: potency is read from the fitted curve at half-maximal effect; % is scaled to controls: 0 for no effect and ±100 for the full control effect
#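 Compound titration spanned 92 nM–58 uM against the MBNL1-His/biotin-(CUG)12 complex. After 60 min at room temperature with 5 nM streptavidin-XL665 and 0.055 ng/ul terbium anti-His, ratiometric 665/545 nm emission (Ex 340 nm) normalized to controls.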
# GALK inh = galactokinase (human) inhibition; P51570; 0.007% of 270,000 active; Potency, µM (highest dose often 57.5 µM), without a hit: at the highest dose activity change, negative = inhibition, hits mostly inhibitors; Purified GALK, Kinase-Glo residual ATP luminescence; also: potency is read from the fitted curve at half-maximal effect; % is scaled to controls: 0 for no effect and ±100 for the full control effect
# Target sequence (P51570 whole entry, looked up): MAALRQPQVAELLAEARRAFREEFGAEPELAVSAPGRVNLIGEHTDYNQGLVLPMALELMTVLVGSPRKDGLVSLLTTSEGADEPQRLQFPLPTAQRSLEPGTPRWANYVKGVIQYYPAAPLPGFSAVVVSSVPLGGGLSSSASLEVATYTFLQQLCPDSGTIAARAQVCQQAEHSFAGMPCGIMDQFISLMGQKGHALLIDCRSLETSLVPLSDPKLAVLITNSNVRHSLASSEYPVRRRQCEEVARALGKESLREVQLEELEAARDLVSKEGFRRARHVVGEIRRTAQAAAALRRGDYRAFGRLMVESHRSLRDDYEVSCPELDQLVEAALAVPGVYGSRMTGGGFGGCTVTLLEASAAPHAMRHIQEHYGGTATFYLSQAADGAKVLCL
#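 Compounds were pin-transferred into ATP buffer (35 uM final), then GALK plus galactose (5 nM, 100 uM final) was added. After 1 h at room temperature, Kinase-Glo Plus was added and luminescence read after 10 min.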
# KCNH2 WT inh = KCNH2 (human, wildtype) channel inhibition; 0.37% of 340,000 active; activity change, % at 1.84 µM; U2OS, BacMam KCNH2, thallium flux FluxOr; active compounds read low; Q12809;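 active = maximum activity change below -70%; inconclusive = maximum activity change between -70% and -50%; inactive = maximum activity change above -50%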; also: % is scaled to controls: 0 for no effect and ±100 for the full control effect
#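 U2OS cells transduced with wild-type KCNH2 virus are loaded with FluxOr dye for 45 min, and thallium flux is measured in kinetic reads before and after stimulation buffer. Rate constants are normalized to DMSO controls.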
# PKM2 act = activators of human pyruvate kinase M2; Potency, µM (series often up to 57.5 µM), without a hit: at the top dose activation, actives largely listed as activators; AID 1631; P14618; purified PKM2, Kinase-Glo ATP luminescence, activation; response scale: 0% is enzyme alone, no compound; 0.34% of 260,000 active; also: potency is read from the fitted curve at half-maximal effect; % is scaled to controls: 0 for no effect and ±100 for the full control effect; nearly all actives have a fitted effect of over 55% in size
#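 ATP formation by purified human PK-M2, quantified via coupled luciferase luminescence after 1 h at room temperature with 0.1 mM ADP and 0.5 mM PEP final.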
# Menin-MLL TR inh = displaces Texas Red mutant MLL peptide from human menin. O00255. Menin + Texas Red MLL mutant peptide, fluorescence polarization. Potency, µM (doses to about 61.6 µM), inactives show top-dose FP activity change, negative = inhibition, most hits filed as inhibitors. 0.23% of 270,000 active; active = well fitted inhibition curve with a large enough effect in the polarisation, with a control signal flat, not every such curve was filed as active; inconclusive = small, poorly fitted or top-dose-only effect, or effect the other way, or a change in a side signal; inactive = no such curve, though single readings can be large or run the other way; the % refers to the polarisation; also: potency is read from the fitted curve at half-maximal effect; % of control where 0% means no effect; many of its hits are not listed in these tables
# Eya2 phos inh = blocks the phosphatase activity of human Eya2; AID 488837; Potency, µM (highest dose often 76.9 µM), for inactives: at the highest dose activity, negative = inhibition, actives largely listed as inhibitors; O00167; recombinant Eya2, OMFP fluorescence dephosphorylation (OMFP is methylfluorescein phosphate); 0.006% of 330,000 active; also: potency is read from the fitted curve at half-maximal effect; % is scaled to controls: 0 for no effect and ±100 for the full control effect
#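 Eya2 protein (added as 0.2 uM solution) was preincubated with compound for 10 min at ambient temperature in 50 mM HEPES pH 7.5, 50 mM NaCl, 5 uM MgCl2, 0.05% BSA, 1 mM DTT. OMFP (added at 50 uM) then reacted 10 min; fluorescence read at 485/525 nm.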
# USP2a inh = USP2a (human) protease inhibition; O75604; USP2 core, Ub-CHOP2 coupled fluorogenic reporter, 485/531; Potency, µM (highest dose often 38.3 µM), without a hit: at the top dose activity change, negative = inhibition, usual class: inhibitors; 0.01% of 330,000 active;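 also: potency is read from the fitted curve at half-maximal effect; plate controls were DMSO wells for no effect and full inhibition by NEM control for full effect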
# Target sequence (O75604 whole entry, looked up): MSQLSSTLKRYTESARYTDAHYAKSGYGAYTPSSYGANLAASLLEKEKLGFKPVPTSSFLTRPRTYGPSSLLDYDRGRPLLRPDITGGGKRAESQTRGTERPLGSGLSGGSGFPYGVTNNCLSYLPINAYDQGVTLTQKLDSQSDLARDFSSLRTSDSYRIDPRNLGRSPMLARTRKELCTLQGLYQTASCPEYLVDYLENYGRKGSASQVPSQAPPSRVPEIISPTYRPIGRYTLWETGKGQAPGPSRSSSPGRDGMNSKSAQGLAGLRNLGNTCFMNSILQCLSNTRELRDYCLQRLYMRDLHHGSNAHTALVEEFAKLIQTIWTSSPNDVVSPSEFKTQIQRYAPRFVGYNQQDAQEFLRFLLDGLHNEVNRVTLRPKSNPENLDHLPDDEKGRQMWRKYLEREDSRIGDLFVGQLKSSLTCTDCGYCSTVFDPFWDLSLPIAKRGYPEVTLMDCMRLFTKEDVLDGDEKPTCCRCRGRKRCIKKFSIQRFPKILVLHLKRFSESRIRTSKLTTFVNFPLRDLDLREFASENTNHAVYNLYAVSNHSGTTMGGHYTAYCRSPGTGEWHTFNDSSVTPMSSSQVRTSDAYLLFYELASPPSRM
#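 USP2 core (10nM final) preincubated 30min RT with compound in 20mM Tris-HCl pH 8.0, 2mM CaCl2, 2mM beta-mercaptoethanol, 0.05% CHAPS; 25nM Ub-CHOP2 plus 25nM reporter substrate added, fluorescence (Ex485/Em531) read after 60min.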
# ASM inhibitor = inhibitors of human secretory acid sphingomyelinase | P17405 | placental ASM, HMU-PC fluorogenic substrate, 60 min | Potency, µM (doses to about 57.5 µM), without a hit: top-dose activity change, negative = inhibition, actives largely listed as inhibitors | 0.006% of 340,000 active | AID 504937; also: potency is read from the fitted curve at half-maximal effect
#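 HMU-PC0 cleavage (9 uM final) by human placental ASM, 60 min at 37 °C following 10 min compound exposure at RT; stopped at pH 10, fluorescence Ex 386/Em 447 nm.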
# The depositor's hits bear a star; i = inactive; ? = inconclusive; / = no result given; & = joins results of further samples; [ ] = remark or other dose. Unless noted, calls follow the shape of the dose curve; as a rule, active = well fitted curve in the direction sought with a large enough effect; inconclusive = small, poorly fitted or top-dose-only effect, or another doubt; inactive = no such curve, though single readings can be large; an effect the other way counts as inactive or inconclusive. The list is partial; rates above refer to the full screens.
SMILES,TSHR antagonist,BCR signal inh,Mito fusion act,MBNL1-CUG inh,GALK inh,KCNH2 WT inh,PKM2 act,Menin-MLL TR inh,Eya2 phos inh,USP2a inh,ASM inhibitor
O=[N+]([O-])c1ccc(C2C3C(c4ccccc4)=NC4(CCCCC4)N32)cc1 (centres undefined),9,13%,-4%,13%,-3%,-4,-1%,/,-27%,2%,-21%
c1cc2c(cc1C1OCC3C(c4ccc5c(c4)OCO5)OCC13)OCO2 (centres undefined),-8,-3%,/,/,/,4,/,/,6%,2%,-1%
CN1CCN(c2ccc(/C=C3\C(=O)NC(=S)N(c4cccc(Br)c4)C3=O)o2)CC1,-7,?,3%,?,3%,-1,2%,-26%,5%,24%,-9%
Fc1ccccc1CNC1CN2CCC1CC2 (centres undefined),11,5%,0%,-20%,10%,1,1%,-8%,-1%,4%,2%
C=C1C2C[C@@]3([C@@H]1O)[C@@H](C[C@@H]2O)[C@@]12C4[C@@H]3C[C@@H]1[C@@](C)(CC[C@@H]2O)CN4CC,1,-11%,-1%,/,/,2,/,/,13%,2%,2%
C[C@H]1OC[C@@H](C[N+](C)(C)C)O1,35,1%,-4%,3%,-1%,-2,-3%,1%&12%,2%,6%,-2%
CCOC(=O)C(O)(c1ccc(N(CC)C(=O)OC)cc1)C(F)(F)F (centres undefined),5,-11%,-5%,-16%,0%,-16,-6%,4%,5%,2%,5%
c1ccc(C2(N3CCCCC3)CCCCC2)cc1,0,0%,/,/,/,1,/,/,-23%,2%,3%
O=C1NC(c2cc3ccccc3nc2Cl)Nc2ccccc21 (centres undefined),-6,4%,-24%,-5%[11.5 µM],/,-25,?,-2%,5%,1%,-4%
CN(C)CCN=Cc1c(O)n(Cc2ccco2)c(=O)[nH]c1=O,7,-2%,2%,-19%,2%,1,-6%,28%,20%,0%,1%
COc1ccc(OC)c(NC(=O)N2C[C@H]3C[C@@H](C2)c2cccc(=O)n2C3)c1,-1,-21%,-1%,-1%,/,-3,0%,-6%,5%,-2%,2%
CCNc1ccc(P(=S)(N(C)C)N(C)C)cc1,3,15%,-8%,-6%,0%,-10,-4%,18%,-9%,2%,7%
CNC(=O)O/N=C/c1nn(C(=O)C(C)(C)C)cc1Br,2,-1%,4%,-6%,1%,6,-1%,/,12%,1%,-1%
Cc1ccc(NC(=O)c2cnc(N3CCN(c4ccccn4)CC3)c3ccccc23)c(Br)c1,?,?,-1%[9.22 µM],84%[activator],-2%,-1,-1%,-8%,5%,-8%,4%
CN(C/N=C(\N)N[N+](=O)[O-])S(=O)(=O)c1ccccc1,-11,1%,8%,-17%,2%,-7,-7%,0%,3%,2%,-1%
Nc1c2c(nc3ccccc13)CCN(Cc1ccccc1)C2,6,4%,5%,11%,4%,3,/,-26%,9%,12%,343%[activator]
Cc1cccc(NC(=O)N2C[C@H]3C[C@@H](C2)c2cccc(=O)n2C3)c1,3,4%,2%,-3%,/,2,-13%,-6%,6%,5%,-3%
O=C1CC(=O)N(c2cccc(C(F)(F)F)c2)C(=O)N1,3,7%,1%,-5%,/,0,/,35%[activator],14%,1%,3%
Fc1ccc(Cn2nnnc2C(c2ccc(F)cc2)N2CC=C(c3ccc(F)cc3)CC2)cc1 (centres undefined),6,12%,8%,/,-1%,4,-13%,-3%,1%,0%,-5%
COc1ccc(/C=C/C(=O)c2c(O)n(CCC3=CCCCC3)c(=O)[nH]c2=O)cc1,20,-1%,1%,-9%,-2%,16,3%,?,-7%,5%,-8%
O=C(Nc1nccs1)c1c(O)c2c(n(Cc3ccco3)c1=O)CCCC2,-8,-8%,3%,-3%,-2%,8,19%,/,-4%,-4%,-17%
Cc1ccsc1C(=O)C1CCCN(Cc2cnc(N(C)C)s2)C1 (centres undefined),3,-6%,9%,7%,12%,/,0%,?,-1%,1%,/
O=S1(=O)CC2(N3CCOCC3)CCCCCCC21 (centres undefined),10,3%,3%,-7%,-1%,-5,-3%,-16%,-13%,2%,-3%
FC(F)(F)c1ccc2c(c1)NP(=S)(N1CCOCC1)c1nccn1-2 (centres undefined),1,0%,1%,-19%,-1%,-16,-1%,-6%,-3%,2%,7%
CCN1CCC(NCC2CCCCC2)CC1,16,3%,2%,-2%,-5%,13,-6%,1%,10%,2%,7%
COc1ccc(-c2nn(CCC#N)cc2C(=O)Nc2ccc(C(C)=O)cc2)cc1,?,?,1%,0%,-1%,8,2%[11.5 µM],2%,-10%,-1%,0%
CC1(C)CN=C(Nc2ccccc2C(F)(F)F)S1,-9,-6%,5%,-2%,-1%,10,7%,1%,12%,0%,3%
CCOC(=O)c1cc(C)n(CCc2cnc[nH]2)c1C,4,-15%,0%,3%,10%,3,3%,0%,-5%,-5%,3%
O=C1C(Cl)=C(N2CCCCCC2)C(=O)N1c1ccccc1,13,?,30%,?,4%,-4,20%,-20%,-6%,0%,-6%
Cc1n[nH]c(C)c1CCCCOc1ccc([N+](=O)[O-])cc1,-20,0%,-7%,?,0%,0,-1%,-7%,-15%,-4%,-1%
COc1ccc2c(c1O)[C@]13CCN(C)[C@H](C2)[C@@H]1CCC(=O)C3,-10,7%,2%,/,6%,8,1%,/,-4%,0%,5%
Cn1c2ccc(Br)cc2c2nnc(SCC(=O)O)nc21,-8,-8%,-2%,?,6%,0,4%,19%,8%,-1%,1%
CC1(C)CC(=O)C(C=NCCN2CCN(C(=O)Cc3ccccc3)CC2)=C(O)C1,11,?,1%,-7%,1%,-13,-1%,4%,-9%[15.4 µM],3%,-2%
CCCCCn1c(N)c(C(=O)NCCN2CCOCC2)c2nc3ccccc3nc21,5,?,-28%,?,-1%,12,-5%,-4%,-14%,-15%,i
O=C(NCc1ccccc1)c1cccn(Cc2cccc(Cl)c2)c1=O,-2,-1%,?,4%,/,3,/,28%,-1%,2%,-16%
CN1C(=O)N(C)C(=O)C(CCc2ccccn2)(CCc2ccccn2)C1=O,27,3%,18%,-7%,2%,27,-14%,-8%,-2%,-1%,6%
COC(=O)C1=C(c2ccc(-c3ccccc3)c(F)c2)C[C@@H]2CC[C@H]1N2C(=O)N1CCCCC1,-26,3%,-6%,/,/,-1,/,/,-20%,0%,-17%
COc1cc(OC)c(OC)cc1CN1CCN(C(=O)Cc2ccccc2)CC1,1,0%,1%,-12%,5%,5,?,-6%,-5%,4%,-1%
O=CC(Cl)P(=O)(N1CCOCC1)N1CCOCC1 (centres undefined),-3,-11%,-1%,-2%,3%,2,-1%,/,14%,0%,1%
c1cc(CCN2CCCC2)ccn1,52,?,-6%,/,2%,-10,-13%,/,23%,0%,8%
COc1cccc(N2C(=O)NC(=O)/C(=C/c3ccc4c5c(cccc35)CC4)C2=O)c1,18,?,1%,19%,0%,/,8%,27%,1%,0%,/
Cc1c(-c2cccc(Cl)c2)nc2ccccc2c1C(=O)N1CCC2(CC1)OCCO2,20,?,0%,-3%,5%,1,-7%,-2%,-5%,2%,0%

# By substructure, the entries above containing a furan ring, fused or not.
SMILES,TSHR antagonist,BCR signal inh,Mito fusion act,MBNL1-CUG inh,GALK inh,KCNH2 WT inh,PKM2 act,Menin-MLL TR inh,Eya2 phos inh,USP2a inh,ASM inhibitor
CN1CCN(c2ccc(/C=C3\C(=O)NC(=S)N(c4cccc(Br)c4)C3=O)o2)CC1,-7,?,3%,?,3%,-1,2%,-26%,5%,24%,-9%
CN(C)CCN=Cc1c(O)n(Cc2ccco2)c(=O)[nH]c1=O,7,-2%,2%,-19%,2%,1,-6%,28%,20%,0%,1%
O=C(Nc1nccs1)c1c(O)c2c(n(Cc3ccco3)c1=O)CCCC2,-8,-8%,3%,-3%,-2%,8,19%,/,-4%,-4%,-17%
